# Screens from PubChem.
# KB-3-1 tox: kills parental KB-3-1 adenocarcinoma cells. AID 1347075. Potency, µM (highest dose often 46.1 µM), for inactives: at the highest dose activity change, negative = cytotoxic, usual class: cytotoxic. actives 1.4% (n = 400,000). KB-3-1 viability, CellTiter-Glo ATP luminescence, 72 h; note: potency is the fitted concentration of half-maximal effect; % is set by controls: 0 for no effect and ±100 for the full control effect; nearly all actives have a fitted effect of over 60% in size
#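 Parental KB-3-1 adenocarcinoma cells in phenol-red-free DMEM with 10% FBS were pin-treated with compounds at several concentrations, incubated 72 h at 37 °C, and viability read by CellTiter-Glo luminescence; concentration-effect curves were fitted after normalization.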
# IL1B secr inh: inhibitors of inflammasome signaling (IL-1 beta secretion) | activity change, % at 57.5 µM | actives 4.7% (n = 360,000) | THP-1 LPS/ATP IL-1B secretion, AlphaLISA, 16 h; hits give low values; in the data active = activity change below about -50%; inconclusive = mostly about -30% to -49%; note: % is set by controls: 0 for no effect and ±100 for the full control effect
#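 Secreted IL-1B measured by AlphaLISA bead assay after 16 h compound exposure of THP-1 cells; compounds (final up to 57.5 uM) added 1 h before LPS (250 ng/mL) and ATP (1.25 mM) stimulation; lower signal means less secretion.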
# GLP1R cytotox: cytotoxic in the GLP-1 receptor inverse agonist counter-screen. HEK293 cAMP-luciferase reporter cells, luminescence, 24 h. Potency, µM (titrated, usually from 38.3 µM), for the others: at the highest dose activity change, negative = inhibition, most hits filed as inhibitors. actives 0.13% (n = 410,000);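 note: loss of luciferase light is scored as toxicity; potency is the fitted concentration of half-maximal effect; % is set by controls: 0 for no effect and ±100 for the full control effect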
#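 1536-well qHTS counterscreen of the MLSMR; 200 cells/uL, 12 h pre-incubation, 23 nL cpd, 24 h at 37 deg C 5% CO2, luciferase detection reagent, 12 min RT, luminescence. Inhibition = undesired.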
# DRD3 agonist: D3 dopamine receptor (human) agonism; actives 0.58% (n = 410,000); max activation, %; P35462; AID 652048; D3R DiscoveRx beta-arrestin cells, luminescence, 90 min; in the data active = max activation above about 30%; note: 0% is about no effect; mostly tested at two doses, the higher about 12 µM
# Target sequence (P35462 whole entry, looked up): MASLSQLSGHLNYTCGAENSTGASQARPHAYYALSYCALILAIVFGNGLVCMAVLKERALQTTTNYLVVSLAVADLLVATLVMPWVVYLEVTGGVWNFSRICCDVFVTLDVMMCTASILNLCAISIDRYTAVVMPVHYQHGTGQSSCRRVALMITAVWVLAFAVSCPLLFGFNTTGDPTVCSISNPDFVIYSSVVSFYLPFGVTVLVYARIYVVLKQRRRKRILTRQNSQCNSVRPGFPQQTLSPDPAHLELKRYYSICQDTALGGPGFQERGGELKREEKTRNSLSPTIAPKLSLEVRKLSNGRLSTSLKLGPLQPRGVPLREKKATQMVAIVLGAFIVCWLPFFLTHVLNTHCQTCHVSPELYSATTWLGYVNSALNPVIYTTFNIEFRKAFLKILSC
#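 Agonist-mode cell screen: cells plated at 1500/well and incubated overnight at 37 °C, then exposed to library compounds for 90 min at 37 °C. Detection reagent was added for 30–60 min at room temperature, and luminescence was read.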
# SW480 rerep: induces DNA re-replication in SW480 colon adenocarcinoma cells; SW480 DNA re-replication, Hoechst DNA content imaging, 48 h; Potency, µM (titrated, usually from 46.1 µM), for the others: at the top dose re-replication activation, most hits filed as activators; actives 1.8% (n = 340,000); note: potency is the fitted concentration of half-maximal effect; % of control where 0% means no effect; nearly all actives have a fitted effect of over 55% in size
#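 Treated cells incubate 48 hr (37 C, 5% CO2), are stained 40 min with Hoechst, and nuclear fluorescence is enumerated; a rise in nuclei with high DNA signal marks re-replication.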
# KB-V1 cytotox: kills drug-selected multidrug resistant KB-V1 cells; KB-V1 MDR cells viability, CellTiter-Glo, 72 h; Potency, µM (highest dose often 46.1 µM), without a hit: at the highest dose activity change, negative = cytotoxicity, most hits filed as cytotoxic; actives 3.4% (n = 400,000); AID 1347076; note: potency is the fitted concentration of half-maximal effect; % is set by controls: 0 for no effect and ±100 for the full control effect; nearly all actives have a fitted effect of over 60% in size
#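 Drug-selected KB-V1 cells, grown in DMEM lacking phenol red with 10% FBS, receive compound titrations; after three days at 37 degrees C, surviving cell ATP is quantified by CellTiter-Glo luminescence and responses normalized and curve-fitted.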
# HT1080-NT tox: kills 2HG-producing HT-1080-NT fibrosarcoma cells; HT-1080-NT fibrosarcoma viability, CellTiter-Glo ATP luminescence, 48 h; Potency, µM (highest dose often 46.1 µM), without a hit: at the highest dose activity, negative = less viability, hits mostly cytotoxic; actives 1.6% (n = 360,000); AID 686970;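 note: NT is the 2HG producing partner of a matched IDH1 knockdown line; potency is the fitted concentration of half-maximal effect; 0% = DMSO-treated cells and -100% = media-only wells without cells; nearly all actives have a fitted effect of over 55% in size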
#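 750 cells/well, RPMI + 5% FBS; 2 h settle, compound pin-transfer, 48 h at 37 degrees C. CellTiter-Glo 10 min RT, luminescence. Normalized to DMSO and media-only wells.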
# MCF10A rereplic: inducers of DNA re-replication in MCF 10A breast cells. actives 2.9% (n = 350,000). MCF 10A DNA re-replication, Hoechst nuclear intensity, 48 h. Potency, µM (series often up to 46.1 µM), for inactives: at the top dose activity, positive = re-replication, most hits filed as activators. AID 624296; note: potency is the fitted concentration of half-maximal effect; % of control where 0% means no effect; nearly all actives have a fitted effect of over 50% in size
# HT1080 IDH1KD tx: toxicity to HT-1080 IDH1 knockdown cells (counter line); actives 2% (n = 360,000); Potency, µM (doses to about 46.1 µM), without a hit: top-dose activity, negative = toxicity, usual class: cytotoxic; HT-1080 IDH1 knockdown viability, ATP luminescence, 48 h;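 note: potency is the fitted concentration of half-maximal effect; 0% = DMSO wells and -100% = cell-free medium wells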
#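 HT-1080-IDH1KD cells (IDH1 knocked down), 750/well in RPMI with 5% FBS, treated with compound 48 h at 37 degrees C. Viability by CellTiter-Glo luminescence, normalised to DMSO and no-cell wells; concentration-response curves classed.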
# An asterisk follows results filed as active; ? = inconclusive; / = no result given; & = joins results of further samples; [ ] = remark or other dose. Unless noted, calls come from the whole dose curve; as a rule, active = well fitted curve in the direction sought with a large enough effect; inconclusive = small, poorly fitted or top-dose-only effect, or another doubt; inactive = no such curve, though single readings can be large; an effect the other way counts as inactive or inconclusive. Compounds as they come. Share with any hit: about 11%.
# Every second line gives: KB-3-1 tox	IL1B secr inh	GLP1R cytotox	DRD3 agonist	SW480 rerep	KB-V1 cytotox	HT1080-NT tox	MCF10A rereplic	HT1080 IDH1KD tx
CCSc1nnc(NC(=O)[C@@H](NC(=O)c2ccccc2)C(C)C)s1
→ 15.0%	3.0	-6.6%	2.1	1.3%	-15.8%	0.7%	4.1%	17.2%
O=C(Oc1c(CN2CCOCC2)cc(Cl)c2cccnc12)c1ccccc1Br
→ ?	105.3	?	-28.3	3.26µM*	?	?	?	?
CN1CC=C2C(C#N)=C(N)C(C#N)(C#N)C(CCc3ccccc3)C2C1 (stereo not drawn)
→ 5.9%	7.1	121.3%[activator]	-3.2	5.1%	18.4µM*	-11.1%	16.7%	-8.5%
COc1cc(/C=C/C(=O)O[C@H]2[C@H](O[C@@H]3O[C@@H](C)[C@H](O)[C@@H](O)[C@H]3O)[C@@H](O)[C@H](OCCc3ccc(O)c(OC)c3)O[C@@H]2CO)ccc1O
→ 0.0%	2.9	2.1%	24.2	-12.1%	-1.1%	1.0%	7.0%	9.1%
Fc1c(F)c(C(F)(F)F)c(F)c(F)c1N/N=C\c1cccs1
→ -10.4%	-73.7*	-17.9%	3.1	?	-8.7%	?	?	2.6%[9.24 µM]
O=C(N/N=C/c1ccco1)c1ccn[nH]1
→ -0.8%	15.9	16.0%	-3.4	-19.9%	11.5%	-1.2%	1.5%	1.1%
Cc1ccc(S(=O)(=O)NCCNc2ccc([N+](=O)[O-])cc2C(F)(F)F)cc1
→ -16.5%	-16.1	?	-0.3	-2.6%	-14.2%	-11.2%	?	-15.2%
Cc1ccc(N2C(=O)CSC23C(=O)N(CC(=O)NC2CCCCC2)c2ccccc23)cc1C (stereo not drawn)
→ 12.1%	/	-0.1%	-5.6	/	2.6%	/	/	/
CCOC(=O)c1csc(N)n1
→ 14.0%	5.2	-1.2%	1.2	3.9%	20.0%	12.1%	4.9%	4.9%
NC(=O)C1CCN(C(=S)NCc2ccc3c(c2)OCO3)CC1
→ 1.3%	21.3	1.2%	-6.3	7.3%	?	5.4%	-1.0%	12.2%
COc1ccc(OC)c(-n2c(=S)[nH]c3cc(C(=O)N4CCC(C(N)=O)CC4)ccc3c2=O)c1
→ -6.2%	-10.9	-4.0%	-2.4	-17.1%	27.4%	18.3%	-0.9%	16.5%
COC(=O)c1oc(-c2ccccc2)nc1C
→ 17.6%	-1.1	8.1%	1.8	-9.5%	0.0%	17.5%	5.9%	12.2%
Cc1cc(C)nc(-n2nc(C)cc2NC(=O)c2ccc(S(=O)(=O)N3CCOCC3)cc2)n1
→ 17.2%	10.9	-7.3%	-3.5	-22.5%	-17.7%	27.5%	-3.0%	0.4%
O=C(c1cc(-c2ccc(Cl)cc2)n(-c2ccc(Cl)cc2)n1)N1CCOCC1
→ -17.2%	-8.7	-2.9%	4.5	-7.1%	-4.0%	-11.0%	1.9%	-9.9%
CCCc1cc(C(=O)NCc2cccs2)no1
→ -1.8%	7.9	1.0%	2.6	-7.7%	-2.4%	-11.5%	-0.2%	2.3%
O=C(COC(=O)c1ccccc1)Nc1cccc(S(=O)(=O)NC2=NCCCCC2)c1
→ 8.4%	-12.8	-22.6%	-2.3	-0.8%	28.0%	?	4.3%	20.8%
CCc1ccc(C(=O)CCC(=O)Nc2ccc(OC)c(S(=O)(=O)N3CCCCC3)c2)cc1
→ /	-8.7	-2.0%	3.3	8.3%	/	-14.7%	?	-7.6%
O=C1CC2(CCCC2)C(=O)N1CN1CCN(S(=O)(=O)c2ccc(F)cc2F)CC1
→ 4.4%	12.4	-14.2%	2.7	1.4%	0.0%	0.0%	15.1%	-1.5%
CCOc1cc(CNCc2ccccc2)ccc1OCC(=O)NC1CCCCC1
→ /	-5.7	?	-50.9	?	/	-14.4%	26.2%	1.3%
Cc1cc2c(Nc3cccc(O)c3)ncnc2s1
→ -1.4%	18.6	0.1%	-1.6	0.7%	-3.4%	0.4%	1.5%	10.2%
CC(NC(=O)C(=O)NCCC1=CCCCC1)c1ccccc1 (stereo not drawn)
→ -5.1%	4.3	26.3%	3.4	-0.3%	?	-22.4%	7.5%	?
N#C/C(=C(\O)C(F)(F)F)c1nnc2n1CCCCC2
→ 2.1%	11.5	8.7%	-2.7	-4.6%	-9.6%	6.8%	-2.7%	8.8%
NC(=O)NC(CC(=O)NCCCc1ccccc1)c1ccc(Cl)cc1 (stereo not drawn)
→ 0.0%	-12.2	8.7%	-24.2	0.4%	0.0%	0.4%	-6.0%	1.6%
CCCn1ncc([C@@H]2C[C@H]3CN(Cc4cccc(Cl)c4)C(=O)[C@]34CCCN24)c1C
→ -13.3%	-9.8	14.7%	-4.4	6.9%	-8.8%	2.2%	13.7%	-8.9%
Cc1ccc(OCCn2c(=O)oc3ccc(C)cc32)cc1
→ 0.1%	-7.8	-13.5%	4.7	12.6%	-3.6%	-2.5%	16.4%	7.5%
CC(C)(C)c1ccc(Cn2nc(CC(=O)O)c3ccccc3c2=O)cc1
→ -0.8%	18.5	9.0%	4.1	-44.5%[inhibitor]	-4.2%	1.3%	-2.9%[9.22 µM]	2.6%
Cc1cccc(COc2ccccc2C(=O)NC2CCC(O)CC2)c1 (stereo not drawn)
→ 0.0%	-14.9	4.5%	-1.7	-9.5%	0.0%	3.3%	6.7%	1.0%
OCC[C@@H]1C[C@H](O)[C@@H](O)[C@@]2(CCCCO2)O1
→ 14.6%	47.9	3.4%	25.7	-11.7%	15.1%	15.6%	3.5%	16.6%
CC(C)OC(=O)c1cc(NC(=O)C2C3CCC(O3)C2C(=O)O)cc(C(=O)OC(C)C)c1 (stereo not drawn)
→ 13.6%	-3.7	-8.7%	-3.7	6.9%	0.0%	-0.4%	?	-15.7%
CSc1ccccc1C(=O)Nc1ncc(C)s1
→ 13.0%	-6.9	-1.2%	-2.0	-32.4%[inhibitor]	-0.3%	19.6%	-1.4%	11.0%
CC(C)(C)CC(=O)NC1CC(=O)N(c2ccc3c(c2)OCCO3)C1 (stereo not drawn)
→ 2.3%	/	-2.8%	8.0	/	?	/	/	/
CC(C)=CCN1CCN(Cc2cnc(-c3ccccc3)s2)CC1CCO (stereo not drawn)
→ -9.6%	-11.6	0.2%	-8.7	-23.6%	?	0.0%	18.4%	0.3%
S=C(NCCc1ccccc1)NC1CC2CCC(C1)N2Cc1ccccc1 (stereo not drawn)
→ -5.5%	-60.1*	-2.8%	-14.2	3.3%	0.0%	-15.2%	6.2%	-7.6%
C[C@H](NC(=O)c1[nH]cnc1C(=O)N[C@H](C)c1ccccc1)c1ccccc1
→ 8.9%	15.1	0.3%	-4.2	-2.9%	6.2%	-1.5%	9.2%	2.6%
O=C(CNC(=O)c1ccc(Oc2ccccc2)cc1)OCc1ccc(Br)cc1
→ -4.2%	20.2	-2.9%	-8.5	-1.3%	-3.7%	-3.5%	16.9%	-2.8%
CCN(CC)S(=O)(=O)c1ccc2[nH]cc(C(=O)NCCc3ccc(OC)c(OC)c3)c(=O)c2c1
→ 0.1%	-16.0	-8.4%	7.6	-0.1%	2.6%	-2.0%	-0.4%	2.2%
O=C(COC(=O)c1nc(Cl)ccc1Cl)Nc1ccc(Cl)cc1
→ 1.0%	12.1	-32.3%	-0.2	-11.2%	0.0%	4.7%	-0.4%	-0.3%
CCOc1ccc(S(=O)(=O)N(CC)CC(=O)NC2CC2)cc1
→ -2.6%	-0.3	2.7%	9.2	-4.8%	-9.8%	12.4%	-2.0%	10.9%
CCCCNS(=O)(=O)c1cccc(NC(=O)[C@H]2C[C@H](O)[C@@H](CO)O2)c1
→ 0.0%	15.3	-11.9%	0.9	/	1.7%	12.3%	/	1.9%
COc1cccc(-c2cnc(C(O)c3c(C)cc(C)cc3C)[nH]2)c1 (stereo not drawn)
→ 5.5%	-2.6	-7.0%	-6.6	/	?	-14.5%	/	-2.9%
CS(=O)(=O)c1ccc(Oc2ccc(-c3nnco3)cc2)c([N+](=O)[O-])c1
→ ?	-21.1	2.6%	3.3	-10.9%	?	5.5%	-3.5%	-1.7%
CC(C)C1NC2(C(=O)c3ccccc3C2=O)C2C(=O)N(c3ccc(F)cc3)C(=O)C12 (stereo not drawn)
→ -0.5%	7.0	0.7%	-0.9	-3.4%	0.7%	-3.8%	40.0%[0.0737 µM]	-3.9%
COc1cccc2cc(C(=O)N(Cc3ccccc3)CC3CCCO3)c(=O)oc12 (stereo not drawn)
→ 5.6%	38.9	-11.9%	-0.1	-0.8%	-15.4%	0.6%	7.9%	-0.7%
COC(CNC(=O)CNC(=S)N(CCCN1CCOCC1)Cc1cccs1)OC
→ -5.4%	-11.3	1.1%	-11.8	-9.4%	-4.6%	-1.9%	-2.9%	1.3%
CCOC(=O)c1nnc(-c2ccc(C)cc2)nc1Sc1cccc(Cl)c1
→ 9.9%	1.1	15.4%	-4.6	-8.4%	-4.3%	1.2%	2.9%	10.8%
O=C(CCNC(=O)C1CCN(S(=O)(=O)c2ccccc2)CC1)NCCc1ccc(Cl)cc1
→ 2.7%	-9.2	-6.9%	0.0	-7.4%	25.2%	11.7%	-0.7%	0.3%
COc1ccc(CC(=O)N(C)CC(=O)Nc2ccccc2SC)cc1
→ 11.5%	10.6	0.8%	-0.9	-3.9%	?	10.8%	-2.3%	7.2%
COc1ccccc1CNC(=O)CCNS(=O)(=O)c1cccc2nsnc12
→ 7.3%&8.5%	15.3	-5.9%&-4.9%	4.6&-6.5	11.2%	?	-2.4%	8.0%	-1.7%
C=CCON1C(=O)c2ccccc2C1=O
→ 20.3%	-6.3	1.0%	3.4	-7.0%	28.6%	13.9%	3.4%	19.7%
